# KCNH2 3.1 inh – inhibitors of human KCNH2 3.1 potassium channel isoform; AID 720553; actives 0.95% (n = 340,000); activity change, % (tested at about 1.8 µM); U2OS KCNH2 3.1, thallium flux FluxOr; stronger effect = lower value;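 active means maximum activity change below -70%; inconclusive means maximum activity change from -70% to -50%; inactive means maximum activity change above -50%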;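 further: thallium influx rate constant from kinetic fluorescence after stimulation buffer; on the % scale 0 is the no-effect control and ±100 the full control effect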
#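 Virally transduced U2OS (3.1 isoform, 4 h infection in dark at RT) → overnight 37 C → FluxOr + Red40 in HBSS/HEPES, 45 min → stimulation buffer, 2 min kinetic read → rate constant vs DMSO controls.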
# AT treatment – potential ataxia-telangiectasia treatments restoring KAP-1 phosphorylation | AID 485349 | actives 0.19% (n = 320,000) | […] A-T fibroblasts, KAP-1 phosphorylation AlphaLISA; neocarzinostatin DNA damage 30 min before lysis | Potency, µM (series often up to 57.5 µM), without a hit: at the highest dose activation, usual class: activators; further: potency means the concentration at half of the fitted maximal effect; % of control where 0% means no effect; nearly all actives have a fitted effect of over 45% in size
#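 ATM-like activity read as KAP-1 phosphorylation via AlphaLISA donor/acceptor antibody pairs after lysis and 6 hr at 25C. Cells were ATM-null patient fibroblasts ([…], hTERT), dosed 60 min, then exposed to the DSB inducer NCS for 30 min.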
# MLL CXXC-DNA inh – blocks binding of human MLL CXXC domain to DNA; MLL-CXXC / FITC-HOXA9 DNA fluorescence polarization; AID 2662; actives 0.037% (n = 290,000); Potency, µM (doses to about 115 µM), for inactives: top-dose activity change, negative = inhibition, hits mostly inhibitors; active means well fitted inhibition curve with a large enough effect in the polarisation, with a control signal flat, not every such curve was filed as active; inconclusive means small, poorly fitted or top-dose-only effect, or effect the other way, or a change in a side signal; inactive means no such curve, though single readings can be large or run the other way; the % refers to the polarisation; further: potency means the concentration at half of the fitted maximal effect
#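 Steps: dispense CXXC domain solution (7 uM) → pin compounds or unlabeled HOX-A9 DNA control → 5 min ambient → add FLSN-HOX-A9 solution (50 nM) → spin → 30 min ambient → fluorescence polarization. Tris pH 7.5/NaCl/DTT/BSA buffer.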
# GALK inh – blocks human galactokinase activity; P51570; Purified GALK, Kinase-Glo residual ATP luminescence; Potency, µM (top dose mostly 57.5 µM), for the others: at the highest dose activity change, negative = inhibition, usual class: inhibitors; actives 0.007% (n = 270,000); AID 1868; further: potency means the concentration at half of the fitted maximal effect; on the % scale 0 is the no-effect control and ±100 the full control effect
#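 Luminescence from leftover ATP (Ultra-Glo luciferase/luciferin) served as read-out after a 1 h room-temperature reaction of 5 nM GALK with 35 uM ATP and 100 uM galactose.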
# Integrin act MD – integrin-mediated muscular dystrophy alleviation activation. alpha7betagal myoblasts, beta-gal FDG fluorescence, 48 h. Potency, µM (highest dose often 38.3 µM), inactives show at the top dose activation, usual class: activators. actives 0.064% (n = 350,000);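 further: potency means the concentration at half of the fitted maximal effect; 100% = response of the positive control SU9516; nearly all actives have a fitted effect of over 60% in size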
#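 Alpha7betagal+/- myoblasts (passage 13) were plated 16-24 hr, then exposed to compounds (1:260 dilution of DMSO stock) for 48 hours at 37C. After MPER lysis, β-galactosidase reporter activity was read as FDG fluorescence (ex 480/em 540) after 30 minutes.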
# S-ASM inh – human S-ASM enzyme inhibition; P17405; placental ASM, HMU-PC fluorogenic substrate, 60 min; Potency, µM (doses to about 57.5 µM), inactives show top-dose activity change, negative = inhibition, hits mostly inhibitors; actives 0.006% (n = 340,000); further: potency means the concentration at half of the fitted maximal effect
#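 Human placenta-derived ASM preincubated with compound 10 min at room temperature, then reacted with 9 uM (final) fluorogenic HMU-PC substrate for 60 min at 37 C. Stop solution raises pH to 10; fluorescence read at Ex 386/Em 447 nm.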
# FBPA coupling cs – inhibits coupling enzyme system, counter-screen for aldolase hits | coupling enzyme system counterscreen, AmpLite Red fluorescence | activity change, negative = inhibition, % at 58.2 µM, hits read low | actives 0.67% (n = 290,000); in the data active means activity change below about -30%; further: on the % scale 0 is the no-effect control and ±100 the full control effect
#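 Coupling enzymes only (glyceraldehyde-3-phosphate) + compound, at 57.5 uM final, 10 min RT; add substrate/coupling/AmpLite Red mix, 20 min RT; fluorescence ex 525/em 598 nm. Actives flag coupling-system interference.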
# TRPV1 ag – agonists of human vanilloid receptor 1 (TRPV1). Q8NER1. TRPV1-expressing cells, Fluo-8 calcium influx, agonist mode. activation, % at 8.33 µM. actives 0.19% (n = 320,000); in the data active means activation above about 80%; inconclusive means between about 30% and that limit; further: 0% is about no effect
#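 TRPV1-expressing cells were cultured overnight at 35.5C and loaded with Fluo-8 calcium dye for 40 to 90 min at room temperature. After a 10 s baseline, compound was added and calcium influx was read kinetically for 3 min (ex 480/em 520 nm).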
# KCNH2 WT inh – KCNH2 (human, wildtype) channel inhibition | Q12809 | U2OS, BacMam KCNH2, thallium flux FluxOr; stronger effect = lower value | activity change, % at 1.84 µM | actives 0.37% (n = 340,000) | AID 720551;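 active means maximum activity change below -70%; inconclusive means maximum activity change between -70% and -50%; inactive means maximum activity change above -50%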; further: on the % scale 0 is the no-effect control and ±100 the full control effect
# Target sequence (Q12809 whole entry, looked up): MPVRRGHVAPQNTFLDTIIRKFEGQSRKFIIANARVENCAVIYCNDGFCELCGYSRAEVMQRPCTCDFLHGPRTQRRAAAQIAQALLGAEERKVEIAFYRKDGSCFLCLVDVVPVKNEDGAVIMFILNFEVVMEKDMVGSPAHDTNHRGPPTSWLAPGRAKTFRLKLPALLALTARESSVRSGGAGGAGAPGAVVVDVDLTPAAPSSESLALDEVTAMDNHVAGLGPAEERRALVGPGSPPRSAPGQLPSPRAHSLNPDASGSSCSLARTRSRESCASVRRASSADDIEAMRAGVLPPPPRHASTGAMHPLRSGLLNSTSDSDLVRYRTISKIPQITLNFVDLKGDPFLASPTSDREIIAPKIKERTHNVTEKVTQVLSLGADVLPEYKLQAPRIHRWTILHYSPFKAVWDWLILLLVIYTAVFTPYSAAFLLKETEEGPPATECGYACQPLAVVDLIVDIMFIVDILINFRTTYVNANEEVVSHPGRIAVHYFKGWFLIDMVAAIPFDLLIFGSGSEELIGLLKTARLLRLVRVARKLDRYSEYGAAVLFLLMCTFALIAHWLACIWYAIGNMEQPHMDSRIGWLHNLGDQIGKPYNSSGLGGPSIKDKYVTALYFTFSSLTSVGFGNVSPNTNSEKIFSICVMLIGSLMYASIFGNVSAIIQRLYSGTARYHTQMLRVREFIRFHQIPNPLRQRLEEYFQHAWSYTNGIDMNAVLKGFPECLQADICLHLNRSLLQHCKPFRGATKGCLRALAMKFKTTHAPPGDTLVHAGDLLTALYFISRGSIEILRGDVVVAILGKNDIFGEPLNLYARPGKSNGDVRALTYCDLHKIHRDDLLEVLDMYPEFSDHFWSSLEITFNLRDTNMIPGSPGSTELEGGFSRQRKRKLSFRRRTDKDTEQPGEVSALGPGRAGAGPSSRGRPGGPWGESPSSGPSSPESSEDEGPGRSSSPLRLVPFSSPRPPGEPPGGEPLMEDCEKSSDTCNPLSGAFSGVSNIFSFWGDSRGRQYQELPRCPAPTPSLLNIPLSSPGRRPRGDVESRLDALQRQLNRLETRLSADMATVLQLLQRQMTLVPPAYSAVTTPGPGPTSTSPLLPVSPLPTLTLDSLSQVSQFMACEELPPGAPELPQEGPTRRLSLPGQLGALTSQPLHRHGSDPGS
#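 U2OS cells were transduced with wild-type KCNH2 virus (2.03 x 10^8 / mL) for 4 h at room temperature, then cultured overnight at 37 C. Thallium flux was read with FluxOr dye. Rate constants were normalized to DMSO controls.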
# MBNL1-CUG inh – inhibitors of human MBNL1 binding to CUG repeat RNA. actives 0.036% (n = 280,000). Q9NR56. Potency, µM (series often up to 57.5 µM), for the others: top-dose activity change, negative = inhibition, actives largely listed as inhibitors. TR-FRET MBNL1-His/biotin-(CUG)12 binding, 665/545 ratio; active means well fitted inhibition curve with a large enough effect in the signal ratio, with a control signal flat, not every such curve was filed as active; inconclusive means small, poorly fitted or top-dose-only effect, or effect the other way, or a change in a side signal; inactive means no such curve, though single readings can be large or run the other way; the % refers to the signal ratio; further: potency means the concentration at half of the fitted maximal effect; on the % scale 0 is the no-effect control and ±100 the full control effect
#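 His-tagged MBNL1 binding to biotinylated (CUG)12 RNA was measured by TR-FRET using terbium anti-His antibody (0.055 ng/ul final) and streptavidin-XL665 (5 nM final). Compounds were titrated 92 nM to 58 uM; 60 min at room temperature.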
# * = called active by the depositor; ? = inconclusive; / = no result given; & = joins results of further samples; [ ] = another dose, or the depositor's remark. Unless noted, the call rests on the fitted dose curve; in most records, active means well fitted curve in the direction sought with a large enough effect; inconclusive means small, poorly fitted or top-dose-only effect, or another doubt; inactive means no such curve, though single readings can be large; an effect the other way counts as inactive or inconclusive.
SMILES,KCNH2 3.1 inh,AT treatment,MLL CXXC-DNA inh,GALK inh,Integrin act MD,S-ASM inh,FBPA coupling cs,TRPV1 ag,KCNH2 WT inh,MBNL1-CUG inh
COC(=O)CNC(=O)CN1C(=O)NC2(CCCc3ccccc32)C1=O (stereo not given),-1,-23%,-3%,-1%,35%,3%,0,-1,-3,-2%
Cc1c(NC(=O)CN2CCN(C(=O)c3ccco3)CC2)c(=O)n(-c2ccccc2)n1C,5,17%,0%,/,17%,4%,0,-1,-15,-5%
COc1ccc(/C(N)=N/OC(=O)c2cccc([N+](=O)[O-])c2)cc1,-17,/,5%,1%,14%,-1%,4,11,-3,-1%
OCC(O)CNC(=S)NC1CCCCC1 (stereo not given),-6,1%,2%,10%,28%,3%,2,1,-20,2%
CCOC(=O)COc1coc(CN2CCN(c3cccc(Cl)c3)CC2)cc1=O,7,3%,19%,-2%,0%,-2%,/,3,6,2%
COc1cc(OC)c(NS(=O)(=O)c2c(C(=O)N3CCCCC3)c(C)n(C)c2C)cc1Cl,23,-10%,29%,4%,-14%,4%,/,-1,6,-4%
COC(=O)CC1SC(=O)NC1=Nc1ccccc1 (stereo not given),-4,1%,3%,-2%,4%,8%,4,-3,0,-7%
COc1ccc(C(=O)/C=C/c2ccc(N(C)C)cc2)c(OC)c1,-42,37%,?,-3%,-461%[inhibitor],60%[activator],0,?,-43,29%
COc1ccc(N2CC(C(=O)Nc3cc(C)on3)CC2=O)cc1 (stereo not given),24,-5%,-13%,0%,-34%,3%,2,2,-13,-12%
O=C(c1ccccc1)N1CCN(C2CCCCC2)CC1,0,-1%,3%,0%,-3%,-1%,1,2,0,-9%
CCCCCC1C(C(=O)OCC)C(=O)NC1(C(=O)OCC)C(=O)OCC (stereo not given),-13,/,/,/,-21%,2%,/,/,3,/
COc1ccc(CCN(C)C(=S)NC(=O)c2ccc(F)cc2Cl)cc1OC,13,0%,-6%,6%,-9%,3%,2,2,2,1%
CCOC(=O)CSc1nnc(-c2c[nH]c3ccccc23)o1,1,6%,4%,-4%,-26%,2%,-3,6,22,-15%
O=C(Cc1ccccc1)N1CCC(O)(c2cccnc2)CC1,13,/,-8%,-3%,3%,-2%,1,-2,-8,-2%
Cc1ccc2c(c1)N=C(c1ccccc1)CC(C(Cl)Cl)=N2,2,-5%,114%[activator],5%,-29%,12%,-23,?,3,23%
CCN(CC)S(=O)(=O)c1ccc(N(C)Cc2cccc(OC)c2OC)nc1,-12,4%,1%,-2%,-26%,2%,-1,23,0,-3%
O=C(NCc1ccc2c(c1)OCO2)c1ccc(Br)s1,-4,0%,0%,0%,11%,-2%,-1,?,-2,-5%
O=C(Cc1nc2ccccc2[nH]c1=O)c1ccc(Cl)cc1,12,13%,?,-4%,34%,27%,-2,/,-14,/
COc1cc(/C=C/C(=O)N2CCCc3ccccc32)cc(OC)c1OC,10,11%,8%,0%,-5%,1%,12,14,-1,28%
COc1ccc(CNC(=O)CN2C(=O)NC(c3ccccc3)(c3ccccc3)C2=O)cc1OC,-30,/,/,/,26%,0%,/,/,-5,/
Cc1cccc(NC(=O)c2cc(N3CCOCC3)nc3ccccc23)c1,-4,11%,2%,4%,6%,148%[activator],-2,?,-4,28%
COc1ccc(NC(=O)COc2cccc(-n3cnnn3)c2)cc1,-6,-2%,?,2%,-13%,-3%,4,8,20,-1%
CC(=O)c1c(O)cc(O)c(C(C)=O)c1O,-1,5%,-1%,-2%,-45%,1%,0,-2,-2,-1%
O=C(NCCc1csc(-c2ccccc2)n1)c1c(F)cccc1F,4,4%,0%,0%,16%,4%,-3,20,0,7%
Nc1nc(=O)c2ccccc2s1,11,/,/,/,-46%[inhibitor],1%,/,/,1,/
CCn1c2ccccc2c2cc(NC(=O)COC(=O)Cc3cn4ccsc4n3)ccc21,9,17%,-1%,8%,3%,-9%,1,13,-7,-14%
CCN(Cc1ccccc1)C(=O)c1ccc(CNS(=O)(=O)c2ccc(C)cc2)cc1,-43,-7%,-1%,/,-37%,-4%,4,-1,0,-16%
CCN(CC(=O)NC(C)C)C(=O)[C@H](C)NC(=O)c1ccc(Br)cc1,3,-4%,9%,0%,-4%,4%,-1,-4,4,-2%
Cc1cccc(-n2cc(-c3ccccc3)c3c(=O)[nH]cnc32)c1,-10,12%,30%[activator],0%,-24%,-13%,3,12,4,-23%
COC(=O)c1ccc(C)cc1,-7,-25%,/,/,8%,-2%,/,/,2,/
CC(=O)c1ccc(NC(=O)Oc2ccccc2)cc1,11,0%,27%,0%,-9%,1%,0,14,5,-1%
Cc1ccc(N=C2NC(=O)CC(C(=O)Nc3ccc4c(c3)OCO4)S2)cc1 (stereo not given),-9,-1%,10%,10%,8%,-1%,0,12,1,-2%
Cc1cc(=O)oc2c3c(cc(OCC(=O)NCc4ccccn4)c12)OC(C)(C)CC3,2,-2%,-5%,/,6%,20%,-2,2,0,1%
Cc1ccc(C(=O)Nc2ccc(N3CCN(C)CC3)cc2)c(Cl)c1,-3,-4%,-7%,5%,19%,3%,0,-5,24,2%
Nc1ccc2c(C(F)(F)F)cc(C(F)(F)F)nc2n1,4,-4%,?,-2%,-14%,/,-14,-3,-3,16%
COCCOc1cnn(-c2cc(Oc3ccc(C)cc3)ncn2)c(=O)c1Cl,-5,0%,0%,0%,0%,-1%,4,-2,-3,?

# Looked up one by one from the list above:
SMILES,KCNH2 3.1 inh,AT treatment,MLL CXXC-DNA inh,GALK inh,Integrin act MD,S-ASM inh,FBPA coupling cs,TRPV1 ag,KCNH2 WT inh,MBNL1-CUG inh
CC(=O)c1ccc(NC(=O)Oc2ccccc2)cc1,11,0%,27%,0%,-9%,1%,0,14,5,-1%
O=C(NCCc1csc(-c2ccccc2)n1)c1c(F)cccc1F,4,4%,0%,0%,16%,4%,-3,20,0,7%

# Other entries follow.
SMILES,KCNH2 3.1 inh,AT treatment,MLL CXXC-DNA inh,GALK inh,Integrin act MD,S-ASM inh,FBPA coupling cs,TRPV1 ag,KCNH2 WT inh,MBNL1-CUG inh
O=S(=O)(Nc1nccs1)c1ccc2c(c1)OCCO2,-2,12%,1%,6%,1%[7.66 µM],7%,7,5,-9,-2%
Cc1ccc2nc(C)c(Cl)c(=O)n2c1,4,/,2%,-1%,7%,0%,1,6,0,?
C/C(=N\NC(=O)c1cccc(S(=O)(=O)Nc2cccc(Cl)c2)c1)c1cccs1,/,2%,-5%,3%,-3%,-8%,-1,3,-2,21%
CCc1nn(CC(=O)N2CC(C)CC(C)C2)c(=O)c2cccn12 (stereo not given),6,-3%,11%,0%,8%,4%,-2,1,11,-1%
COc1ccc(C=C2SC(=S)NC2=O)c(OC)c1OC,-41,/,/,/,-1%,-11%,/,/,-18,/
Cc1ccc2nc(=O)c(NNc3ccccc3)cnc2c1,4,-26%,4%,/,7%,-8%,3,3&-2,-3,34%[activator]
COCCN(Cc1cc2cc3c(cc2nc1Cl)OCO3)C(=O)Nc1ccc(OC)cc1,-4,-1%,?,1%,-4%,-9%,5,6,1,/
Cc1ccc(C)c(NC(=O)CN(C)C(=O)c2ccccc2OCc2c(C)noc2C)c1,11,6%,/,/,-10%,5%,/,1,1,/
Cc1cccc(C)c1NC(=O)CNC(=O)CNC(=O)Cc1cccc2ccccc12,-2,3%,/,/,14%,0%,/,-2,-4,/
COc1ccc(CCNC(=O)c2ccc([N+](=O)[O-])cc2Cl)cc1OC,-1,/,/,/,0%,-2%,/,/,6,/
Cc1ccc2c(c1)CCCN2CC(=O)Nc1cc(S(=O)(=O)N2CCCC2)ccc1Cl,7,2%,/,/,-36%,-12%,/,3,11,/
COc1ccc(C)cc1NC(=S)N1CCN(c2ccccn2)CC1,16,1%,-7%,-1%,5%,4%,-2,-1,0,?
COc1cc(C2/C(=C(\O)c3ccc4c(c3)CC(C)O4)C(=O)C(=O)N2CC2CCCO2)cc(OC)c1OC (stereo not given),-2,20%,-1%,-4%,1%,-2%,2,-5,-9,4%
O=C(O)/C=C/c1ccc2c(c1)OCCO2,4,-27%,-10%,2%,-16%,6%,2,-6,3,-2%
NC(=O)Cc1ccc(C(=O)c2ccc(Cl)cc2Cl)s1,21,-1%,9%,-3%,-36%,-4%,0,10,3,17%
CC1=CC(=O)N(c2cccc3c(N4C(=O)C=C(C)C4=O)cccc23)C1=O,7,/,/,/,16%,2%,/,/,-10,/
O=C(NC1(C(F)(F)F)NC(=O)N(c2ccccc2)C1=O)c1cccs1 (stereo not given),4,0%,0%,1%,-2%,0%,6,-1,-2,/
O=C(Cc1n[nH]c(=O)c2ccccc12)OCC(=O)c1ccccc1Cl,13,-9%,/,/,4%,-1%,/,1,-3,/

# Bioassay records deposited in PubChem by National Center for Advancing Translational Sciences (NCATS).
